HT1080NT lethal: kills 2HG-producing HT-1080-NT fibrosarcoma cells. HT-1080-NT fibrosarcoma viability, CellTiter-Glo ATP luminescence, 48 h. Potency, µM (top dose mostly 46.1 µM), inactives show top-dose activity, negative = less viability, actives largely listed as cytotoxic. actives 1.6% (n = 360,000);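 further: NT is the 2HG producing partner of a matched IDH1 knockdown line; potency means the concentration at half of the fitted maximal effect; 0% = DMSO-treated cells and -100% = media-only wells without cells; nearly all actives have a fitted effect of over 55% in size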
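Compounds were tested in concentration-response format on HT-1080-NT cells for 48 hours at 37 degrees C. Cell viability came from CellTiter-Glo luminescence; curves were classified by r2, response magnitude and activity.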
IL1B secr inh: inflammasome signaling inhibition, IL-1 beta readout | THP-1 LPS/ATP IL-1B secretion, AlphaLISA, 16 h; stronger effect = lower value | activity change, % at 57.5 µM | actives 4.7% (n = 360,000); in the data active means activity change below about -50%; inconclusive means mostly about -30% to -49%; further: on the % scale 0 is the no-effect control and ±100 the full control effect
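Secreted IL-1B measured by AlphaLISA bead assay after 16 h compound exposure of THP-1 cells; compounds (final up to 57.5 uM) added 1 h before LPS (250 ng/mL) and ATP (1.25 mM) stimulation; lower signal means less secretion.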
KB-V1 cytotox: kills drug-selected multidrug resistant KB-V1 cells; Potency, µM (highest dose often 46.1 µM), inactives show at the top dose activity change, negative = cytotoxicity, hits mostly cytotoxic; KB-V1 MDR cells viability, CellTiter-Glo, 72 h; actives 3.4% (n = 400,000); further: potency means the concentration at half of the fitted maximal effect; on the % scale 0 is the no-effect control and ±100 the full control effect; nearly all actives have a fitted effect of over 60% in size
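In this primary screen, KB-V1 cells overexpressing P-gp are incubated with library compounds (lowest to highest concentration) for 72 h at 37 degrees C before a luminescent ATP viability read.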
MCF10A rereplic: inducers of DNA re-replication in MCF 10A breast cells. actives 2.9% (n = 350,000). Potency, µM (titrated, usually from 46.1 µM), without a hit: top-dose activity, positive = re-replication, hits mostly activators. MCF 10A DNA re-replication, Hoechst nuclear intensity, 48 h; further: potency means the concentration at half of the fitted maximal effect; % of control where 0% means no effect; nearly all actives have a fitted effect of over 50% in size
SW480 rereplic: DNA re-replication induction in SW480 cells; SW480 DNA re-replication, Hoechst DNA content imaging, 48 h; Potency, µM (series often up to 46.1 µM), for the others: at the highest dose re-replication activation, usual class: activators; actives 1.8% (n = 340,000); AID 624297; further: potency means the concentration at half of the fitted maximal effect; % of control where 0% means no effect; nearly all actives have a fitted effect of over 55% in size
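Image-based read-out: total Hoechst fluorescence of nuclei (405 nm excitation, 500-530 nm emission), with hits raising the fraction of high-intensity nuclei. SW480 colon cells incubated 48 hr with compounds at 37 C.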
ATXN2 expr inh: reduces ATXN2 reporter expression in HEK-293 cells; HEK-293 ATXN2-luciferase reporter, luminescence, 24 h; Potency, µM (series often up to 57 µM), without a hit: at the top dose activity change, negative = inhibition, usual class: inhibitors; actives 0.72% (n = 360,000); further: potency means the concentration at half of the fitted maximal effect; on the % scale 0 is the no-effect control and ±100 the full control effect; nearly all actives have a fitted effect of over 55% in size
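ATXN2-luciferase reporter cells (luciferase flanked by upstream and downstream ATXN2 gene portions) were treated 24 h at 37 °C with compounds at up to 57 uM. SteadyGlo luminescence gave expression; GF-AFC fluorescence gave viability.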
HT1080 IDH1KD tx: HT-1080 IDH1 knockdown cell toxicity (counter line) | HT-1080 IDH1 knockdown viability, ATP luminescence, 48 h | Potency, µM (series often up to 46.1 µM), for inactives: at the top dose activity, negative = toxicity, hits mostly cytotoxic | actives 2% (n = 360,000) | AID 686971;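 further: potency means the concentration at half of the fitted maximal effect; 0% = DMSO wells and -100% = cell-free medium wells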
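Cytotoxicity counter-line: IDH1KD HT-1080, 48 h, CellTiter-Glo. Curves classed by r2, magnitude and activity.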
KB-3-1 tox: kills parental KB-3-1 adenocarcinoma cells. KB-3-1 viability, CellTiter-Glo ATP luminescence, 72 h. Potency, µM (highest dose often 46.1 µM), for inactives: top-dose activity change, negative = cytotoxic, usual class: cytotoxic. actives 1.4% (n = 400,000). AID 1347075; further: potency means the concentration at half of the fitted maximal effect; on the % scale 0 is the no-effect control and ±100 the full control effect; nearly all actives have a fitted effect of over 60% in size
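72 h, 37 °C compound treatment of KB-3-1 parental cells; CellTiter-Glo added, 10 min, luminescence read. Data corrected against DMSO-only plates and normalized before curve fitting.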
WRN inhibitor: blocks human WRN helicase; Potency, µM (top dose mostly 114 µM), inactives show top-dose activity change, negative = inhibition, actives largely listed as inhibitors; Q14191; actives 0.46% (n = 360,000); AID 651768; WRN helicase unwinding, fluorescent forked duplex, kinetic; further: potency means the concentration at half of the fitted maximal effect; on the % scale 0 is the no-effect control and ±100 the full control effect; nearly all actives have a fitted effect of over 55% in size
Target sequence (Q14191 whole entry, looked up): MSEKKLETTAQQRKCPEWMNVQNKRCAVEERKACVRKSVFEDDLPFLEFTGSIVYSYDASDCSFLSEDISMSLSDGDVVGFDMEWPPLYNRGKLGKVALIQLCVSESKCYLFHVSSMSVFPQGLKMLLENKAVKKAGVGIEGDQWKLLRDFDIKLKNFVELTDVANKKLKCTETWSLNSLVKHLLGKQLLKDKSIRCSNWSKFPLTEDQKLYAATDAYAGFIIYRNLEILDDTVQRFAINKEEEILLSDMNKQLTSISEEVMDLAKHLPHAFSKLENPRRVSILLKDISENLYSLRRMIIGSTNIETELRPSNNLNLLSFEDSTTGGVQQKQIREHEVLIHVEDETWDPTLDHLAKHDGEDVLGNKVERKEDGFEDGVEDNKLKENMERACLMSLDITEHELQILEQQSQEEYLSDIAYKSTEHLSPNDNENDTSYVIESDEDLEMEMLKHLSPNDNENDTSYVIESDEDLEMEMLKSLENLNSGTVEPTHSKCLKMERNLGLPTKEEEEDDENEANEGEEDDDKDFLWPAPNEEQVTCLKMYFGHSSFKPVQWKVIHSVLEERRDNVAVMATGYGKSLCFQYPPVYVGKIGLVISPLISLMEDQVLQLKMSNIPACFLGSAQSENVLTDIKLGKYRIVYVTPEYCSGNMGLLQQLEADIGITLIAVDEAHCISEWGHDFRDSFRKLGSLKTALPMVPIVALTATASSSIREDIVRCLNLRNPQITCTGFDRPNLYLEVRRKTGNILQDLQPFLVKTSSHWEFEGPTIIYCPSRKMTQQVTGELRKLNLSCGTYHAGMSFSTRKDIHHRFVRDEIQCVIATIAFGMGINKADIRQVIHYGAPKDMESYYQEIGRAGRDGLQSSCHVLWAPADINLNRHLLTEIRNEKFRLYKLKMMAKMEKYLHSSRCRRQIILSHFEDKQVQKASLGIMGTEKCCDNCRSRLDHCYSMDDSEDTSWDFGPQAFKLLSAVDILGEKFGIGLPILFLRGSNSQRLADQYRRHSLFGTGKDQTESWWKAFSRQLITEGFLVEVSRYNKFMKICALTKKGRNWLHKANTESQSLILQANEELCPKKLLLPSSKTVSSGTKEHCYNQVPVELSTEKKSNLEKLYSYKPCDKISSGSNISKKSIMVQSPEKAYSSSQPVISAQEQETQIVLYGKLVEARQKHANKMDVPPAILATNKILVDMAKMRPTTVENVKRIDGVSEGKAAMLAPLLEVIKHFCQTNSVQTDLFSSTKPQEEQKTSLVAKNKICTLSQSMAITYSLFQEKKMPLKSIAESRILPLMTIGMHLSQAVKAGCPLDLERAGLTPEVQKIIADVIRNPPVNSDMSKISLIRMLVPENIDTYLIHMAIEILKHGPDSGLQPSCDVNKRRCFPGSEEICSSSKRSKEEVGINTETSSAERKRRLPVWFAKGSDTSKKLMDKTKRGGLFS
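Kinetic red-fluorescence monitoring (525/598 nm) tracks WRN helicase activity after 100 nM fluorophore-quencher forked duplex and 2 mM ATP are added to 20 nM enzyme pretreated 15 min at room temperature with compound.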
* hit, by the source's call; ? = inconclusive; / = no result given; & = joins results of further samples; [ ] = remark or other dose. Unless noted, the call rests on the fitted dose curve; in most records, active means well fitted curve in the direction sought with a large enough effect; inconclusive means small, poorly fitted or top-dose-only effect, or another doubt; inactive means no such curve, though single readings can be large; an effect the other way counts as inactive or inconclusive. Rows are unselected (roughly 12% active in at least one column).

SMILES	HT1080NT lethal	IL1B secr inh	KB-V1 cytotox	MCF10A rereplic	SW480 rereplic	ATXN2 expr inh	HT1080 IDH1KD tx	KB-3-1 tox	WRN inhibitor
COc1ccc(CNC(=O)C(C)OC(=O)CCN2C(=O)C3CC=CCC3C2=O)cc1 (stereo not given)	8%	3	?	-3%	-4%	4%	8%	8%	-8%
Cc1nnc2sc(-c3ccc(NC(=O)CSc4ccc(Cl)cc4)cc3)nn12	-2%	?	2%	-1%	1%	39%[activator]	-2%	-2%	-19%
C[C@@H]1CC[C@@]2(O[C@@H](CCO)C[C@H](O)[C@H]2O)O1	1%	-11	-13%	5%	-17%	-3%	0%	19%	-5%
COc1ccc(Oc2nc(C)cc(C)c2S(=O)(=O)c2ccc(C)cc2)cc1	7%	0	21µM*	10%	-74%[inhibitor]	-10%	-13%	1%	-2%
CCCCCCCCN1C(=O)[C@H](CC(=O)NCCCCc2ccccc2)C[C@@]2(C(=O)OCC)CCCC=C12	?	-25	?	/	/	?	?	?	-11%
COCCCNc1ccnc2c(Cl)cccc12	-5%	16	?	-3%	-7%	-4%	-11%	7%	-3%
C=CCC1c2cccc(C(=O)O)c2C(=O)N1c1ccc(F)cc1 (stereo not given)	-4%	-4	-22%	-7%	-4%	-9%	-5%	6%	-4%
Brc1ccc2nc(C3CCCCC3)c(Cc3ccccc3)n2c1	-29%	49	12%	/	/	-4%	?	0%	-6%
O=C(Nc1ccc(O)c2c(=O)cc(-c3cccc(Cl)c3)oc12)c1cccc(Cl)c1	10%	5	?	9%	-7%	-5%	2%	?	11%
CC(C)Cn1c(N)c(C(=O)COC(=O)c2ccccc2C(=O)c2ccccc2)c(=O)n(C)c1=O	-6%	11	0%	?	4%	-8%	-4%	?	-3%
CN(C)S(=O)(=O)c1ccc(Cl)c(C(=O)Nc2ccc(S(=O)(=O)N3CCOCC3)cc2)c1	0%	8	-14%	?	0%	-10%	0%	-23%	3%
CCOC(=O)C(CC)c1cc2n(c(=O)c1C#N)CCC21OCCO1 (stereo not given)	20%	23	0%	/	/	11%	10%	0%	7%
Cc1ccc(C)c(S(=O)(=O)NCCOC(=O)Nc2sc(=S)n(C)c2C)c1	-4%	2	-25%	?	18%	3%	-20%	-5%	-7%
CN(C)CCC(=O)c1ccc2c(c1)OCO2	3%	-24	15%	7.3µM*	?	6%	6%	?	?
CCCC(=O)Nc1ccc2nc(SCC(=O)N3CCCC3)sc2c1	9%	7	?	14%	1%	?	3%	18%	-25%
COc1ccc(S(=O)(=O)N2CCc3ccccc32)cc1C(=O)NCC(c1ccco1)N1CCCC1 (stereo not given)	0%	16	-12%	4%	-2%	/	0%	-14%	4%
O=C(COC(=O)c1ncc(Cl)c(Cl)c1Cl)NNC(=O)c1ccccc1	9%	-8	-11%	5%	-6%	-3%	11%	-4%	4%
CCc1nnc(NC(=O)Nc2ccc(Cl)cc2)s1	4%	-1	-6%	7%	-3%	/	-1%	-15%	-8%
Cc1ccccc1CC1SC(N=C(N)N)=NC1=O (stereo not given)	1%	22	29%	-1%	?	3%	1%	0%	-29%
COc1ccc(CC(=O)NCC(=O)N/N=C/c2c[nH]c3ccccc23)cc1	-2%	-8	11%	?	-1%	2%	19%	2%	-12%
O=C(Nc1ccc(S(=O)(=O)N2CCOCC2)cc1)c1ccc(Br)o1	-1%	-17	?	11%	-8%	15%	2%	-19%	4%
CC1CCN(C(=O)c2[nH]cnc2C(=O)Nc2ccccc2F)CC1	-6%	?	?	/	/	-7%	-3%	-3%	-3%
CN(C)CC(CCC(CN(C)C)C(=O)c1ccccc1)C(=O)c1ccccc1 (stereo not given)	3.3µM*	-100*	8.2µM*	?	?	7.5µM*	5.8µM*	16µM*	?
Cc1ccc(C2=NN(S(=O)(=O)c3ccccc3)C(c3ccco3)C2)cc1 (stereo not given)	-11%[9.24 µM]	-19	?	6%	-39%	-22%	-11%	?	-8%
COc1ccc(S(=O)(=O)N2CCOCC2)cc1C(=O)Nc1ccon1	7%	-2	-11%	0%	-6%	2%	5%	19%	-24%[57.1 µM]

Remaining list, next part
SMILES	HT1080NT lethal	IL1B secr inh	KB-V1 cytotox	MCF10A rereplic	SW480 rereplic	ATXN2 expr inh	HT1080 IDH1KD tx	KB-3-1 tox	WRN inhibitor
Cc1cccc(N(CC(=O)NC2CCCC2)C(=O)CS(=O)CC(=O)Nc2ccc3c(c2)OCO3)c1 (stereo not given)	4%	4	-25%	-11%	-4%	6%	-22%	9%	-4%
NCCCn1c(C(=O)c2cc(Cl)c(N)c(Cl)c2)c2ccc(C(F)(F)F)cc2[n+]1[O-]	-6%	?	-12%	0%	-9%	-30%	-16%	2%	13%
Cc1ccccc1CN1C[C@@H]2C[C@@H](c3cn[nH]c3-c3ccc(F)cc3)N3CCC[C@@]23C1=O	?	-51*	16%	20%	39%	-21%	-26%	-3%	-15%
Cc1cc(C)c(C#N)c(Nc2cccc(C)c2C)n1	7%	21	0%	2%	-64%[inhibitor]	14%	7%	18%	-3%
O=C1OCC/C1=C\NCCCCCCCCN/C=C1\CCOC1=O	-6%	-1	12%	/	/	/	-8%	5%	-4%
Cc1cccc(CC(=O)NCC2CCCCC2)c1	6%	-4	7%	0%	9%	/	-1%	1%	-14%
Cc1cc(C)c2nc(SCC(=O)NCCN3C(=O)CSC3=O)cc(C)c2c1	1%	-8	?	16%	0%	7%	-5%	-5%	-6%
C/C(=N\NC(=O)c1ccccc1)c1ccc(N2CCOCC2)cc1	9%	-8	-2%	0%	-2%	23%	11%	7%	3%
CCCCCCP(=O)(O)c1ccccc1	17%	23	7%	-3%	0%	-3%	12%	18%	15%
O=S(=O)(c1ccc(-c2cnc(C3CC3)o2)cc1)N1CCN(c2ccccc2)CC1	3%	0	-1%&-15%	30%	4%	-26%	-1%	0%&3%	-6%
CC1CCCCN1C(=O)CCS(=O)(=O)c1cc2c(cc1Cl)NC(=O)CO2 (stereo not given)	1%	4	-16%&0%	4%	1%	-12%&-3%	2%	-3%&25%	-1%
CC(=O)Nc1ccc(S(=O)(=O)N2CCN(c3cc(C)ccc3C)CC2)cc1	-21%	4	?	-5%	0%	-28%	-12%	-4%	-11%
CN(C)CCN1C(=O)C2C3C=CC(C3)C2C1=O (stereo not given)	-1%	8	-9%	13%	1%	/	6%	2%	2%
Nc1ncc(Br)cc1S(=O)(=O)NCCC(=O)N1CCN(c2ccccn2)CC1	-2%	19	6%	2%&-3%	0%&5%	-8%	9%	-2%	10%
COC(=O)[C@@]12C[C@@H](CC(=O)N3CCOCC3)C(=O)N(Cc3ccc4c(c3)OCO4)C1=CCC(C)(C)C2	-12%	-21	?	/	/	/	-15%	15%	4%
CCOc1ccc(CCN2C(=O)C(=O)N([C@@H](CC(C)C)CN3CCC[C@H]3CN3C(=O)C(=O)NC[C@@H]3CC(C)C)C[C@@H]2Cc2ccc(O)cc2)cc1	-24%	-72*	-14%	/	/	-24%	?	?	-2%
Cc1nn2c(-c3ccccc3)ccnc2c1Br	1%	25	-12%	-11%	-8%	/	3%	0%	-2%
COc1ccccc1-c1cn[nH]c1-c1ccc(OCc2ccc([N+](=O)[O-])cc2)cc1O	?	23	1%	4%	-1%	4%	-28%	0%	5%
CCOC(=O)C1CCN(S(=O)(=O)CCNC(=O)c2ccc3c(c2)OCO3)CC1	-5%	-1	-1%	5%	-4%	-5%	-5%	12%	-14%
CCOC(=O)/C=c1\s/c(=C\c2ccc3cc(OC)ccc3c2)c(=O)n1CC(=O)NCC1CCCO1 (stereo not given)	12%	-7	18µM*	12µM*	25%	?	17%	21µM*	3%
Cn1c2ccccc2c2c(C(=O)N3CCN(c4ccccc4)CC3)cn(C3CCCC3)c(=O)c21	?	-29	?	12%	-2%	-20%	-28%	?	-2%
CCCc1nc(C)cc(N2CCN(c3ccccc3)CC2)n1	-5%	-3	?	?	7%	?	0%	?	0%
CCOc1ccccc1NC(=O)C1CCCN(S(=O)(=O)c2ccc3c(c2)CCCN3C(C)=O)C1 (stereo not given)	-2%	-11	?	/	/	-8%	-10%	-9%&0%	15%
CC1C/C(=C\c2ccccc2[N+](=O)[O-])c2nc3ccccc3c(C(=O)O)c2C1 (stereo not given)	17%	-3	17%	?	-5%	7%	8%	-4%	-5%
Cc1ccc(NS(=O)(=O)c2ccc(C(=O)NCc3ccccn3)cc2)cc1	-14%	58	-16%	2%	-4%	-6%	-3%	9%	4%
CCOC(=O)C1CCN(C(=O)c2sccc2Cl)CC1	-1%	10	-1%	1%	-13%	39%[activator]	5%	2%	0%
COc1ccc(C(CNC(=O)Cc2ccc3ccccc3c2)N(C)C)cc1 (stereo not given)	-14%	-15	-16%	-1%	2%	-5%	-8%	11%	5%
CCCN(CCC)CCCNC(=O)c1nn(-c2cccc(OC)c2)c(=O)c2ccccc12	-2%	-24	?	-5%	-3%	/	-1%	-8%	6%
CCCCC(=O)OCc1nc2ccccc2s1	3%	23	7%	-2%	-2%	7%	2%	6%	4%
CCOc1ccc2[nH]c(=O)c(CN(CCCO)C(C)=O)cc2c1	9%	17	0%	-5%	0%	3%	8%	7%	0%

One compound at a time (already shown):
Entry for `CC1CCCCN1C(=O)CCS(=O)(=O)c1cc2c(cc1Cl)NC(=O)CO2` (stereo not given) : HT1080NT lethal: 1%; IL1B secr inh: 4; KB-V1 cytotox: -16%&0%; MCF10A rereplic: 4%; SW480 rereplic: 1%; ATXN2 expr inh: -12%&-3%; HT1080 IDH1KD tx: 2%; KB-3-1 tox: -3%&25%; WRN inhibitor: -1%
Entry for `Cc1cc(C)c(C#N)c(Nc2cccc(C)c2C)n1` : HT1080NT lethal: 7%; IL1B secr inh: 21; KB-V1 cytotox: 0%; MCF10A rereplic: 2%; SW480 rereplic: -64%[inhibitor]; ATXN2 expr inh: 14%; HT1080 IDH1KD tx: 7%; KB-3-1 tox: 18%; WRN inhibitor: -3%
